# NTR1 ag – NTR1-driven beta-arrestin-GFP spot formation – imaging, U2OS cells, high content, primary screen (AID 493036); hit rate 0.17% among 330,000; agonist mode; activation, % at 20 µM; P30989;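 active means activation at or above 40% of the spot to cytoplasm intensity ratio, with at least 20 cells analyzed; inconclusive means wells under 20 cells, flagged as cytotoxic or low count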;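 further: 0% = DMSO without peptide and 100% = 100 nM NTR1 peptide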
# Target sequence (P30989 whole entry, looked up): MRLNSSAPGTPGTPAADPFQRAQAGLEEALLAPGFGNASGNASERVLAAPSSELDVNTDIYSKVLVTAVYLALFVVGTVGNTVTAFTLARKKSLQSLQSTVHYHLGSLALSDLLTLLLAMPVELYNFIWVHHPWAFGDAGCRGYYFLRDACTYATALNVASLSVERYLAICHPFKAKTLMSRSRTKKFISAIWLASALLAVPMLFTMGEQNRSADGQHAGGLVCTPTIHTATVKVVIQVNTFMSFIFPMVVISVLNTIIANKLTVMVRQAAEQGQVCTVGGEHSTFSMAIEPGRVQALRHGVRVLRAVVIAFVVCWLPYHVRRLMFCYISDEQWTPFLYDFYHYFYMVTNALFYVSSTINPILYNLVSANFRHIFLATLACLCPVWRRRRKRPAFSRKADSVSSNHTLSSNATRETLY
# T cell modulator – T cell immune modulators affecting CD8 T cell-vesicle binding; AID 2052; 2C CD8+ T cell-vesicle binding, flow cytometry; stronger effect = lower value; calls only at 7 µM; hit rate 0.068% among 330,000;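 active means response, share of CD8 T cells binding vesicles, and their 90th percentile fluorescence all below set limits, cut at about 80% in these data, passing the limit was not always enough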
#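 Material: 2C TCR transgenic mouse naive CD8+ T cells, MACS-purified. Also added: QL9-charged Drosophila Ld/ICAM-1/B7-1 vesicles. Timing: binding 1.5 h at 37 °C. Measured by: high-throughput flow cytometry with anti-B7-1 and anti-CD8 staining. Read-out: percent CD8+ FL2 mean versus row control. Controls: Unloaded micro-vesicles (low), QL9 vesicles with 0.7% DMSO (high).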
# K1F lysis inhibition – protection from phage-mediated lysis, alamar blue read-out – E. coli UTI89, K1F phage, bacterial capsule biogenesis inhibitors (AID 488966); E. coli UTI89 K1F phage lysis, alamar blue, 2 h; higher % means a stronger effect; hit rate 0.02% among 340,000; inhibition, % at 100 µM; hits with a dose series show IC50 in µM;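 active means phage lysis inhibition, versus mean bacterial control, above a set limit; inconclusive means no clear call, values can overlap the other calls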;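 further: capsule biogenesis inhibitors block K1F phage lysis so surviving cells raise fluorescence; higher fluorescence means more inhibition of phage lysis; actives were called in the ten point dose series up to 300 µM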
# MgcRacGAP inhibition – MgcRacGAP GTPase-activating activity inhibitors, confirmation, biochemical, ADP Hunter fluorescence. AID 624330. inhibition, % at 30 µM, or IC50 in µM where a hit was titrated. hit rate 0.6% among 340,000. MgcRacGAP-stimulated Rac1 GTP hydrolysis, ADP Hunter fluorescence; higher % means a stronger effect; GST-tagged Rac1 F28L mutant substrate;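 active means first-screen hits whose inhibition reached a set limit at any dose in the follow-up dose series; inconclusive means inhibition above the set first-screen limit but never retested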;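 further: fluorescence reports GDP produced by GAP-driven GTP hydrolysis; strong numbers were not always called active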
# TNAP activation fold – human TNAP enzyme activators, primary screen, biochemical, luminescent, no phosphate acceptor, uHTS (AID 1001) | activation fold at 20 µM; hits with a dose series show EC50 in µM | hit rate 0.03% among 200,000 | purified TNAP, luminescent activation assay, no phosphate acceptor; higher activation fold means a stronger effect; in the data active means activation fold from about 3, or a potency from the dose series; inactive means the rest, 99 in 100 with activation fold below about 1.6; further: many of its hits are not listed in these tables
# Myeloid diff MLP – compounds promoting myeloid differentiation; ER-HoxA9 myeloid progenitors, lysozyme-GFP differentiation, flow cytometry; calls only at 10 µM; hit rate 1% among 360,000; AID 624256;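 active means normalized GFP-positive differentiation at or above the plate's own cutoff, the solvent-only control mean plus 3 SD; inconclusive means no clear call, values can overlap the other calls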;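 further: cells exposed to compound for four days before flow analysis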
# PhoP inhibition – PhoP-dependent GFP reporter repression – Salmonella Typhimurium, primary screen (AID 1863). S. Typhimurium PhoP-regulated promoter GFP reporter, 4 h; higher % means a stronger effect. one-dose inhibition, % at 50 µM; IC50 in µM for titrated hits. hit rate 0.16% among 300,000;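 active means inhibition over 29.93%, a cutoff 3 SD above the screen mean, later confirmed by dose response; inconclusive means inhibition over 29.93% but no dose response follow-up; inactive means inhibition at most 29.93% or unconfirmed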;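 further: 0% = low Mg2+ inducing control and 100% = high Mg2+ repressing control; strong numbers were not always called active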
# RSV CPE inhibition – inhibition of RSV-induced cytopathic effect – HEp-2 cells, primary 10 µM value included (AID 2391) | HEp-2 cells, RSV-induced CPE inhibition; higher % means a stronger effect | CPE inhibition, % at 10 µM; hits with a dose series show IC50 in µM | hit rate 0.13% among 310,000; in the data active means a potency from the dose series; inconclusive means CPE inhibition mostly from about 23% at the one dose, without a potency; inactive means the rest, 99 in 100 with CPE inhibition below about 21%; further: strong numbers were not always called active
# SV40 large T antigen – TAg ATPase/helicase activity blockers – biochemical (AID 1903); one-dose inhibition, % at 20 µM; IC50 in µM for titrated hits; SV40 large T antigen ATPase/helicase inhibition assay; higher % means a stronger effect; hit rate 0.39% among 310,000; in the data active means a potency from the dose series; inconclusive means inhibition mostly from about 32% at the one dose, without a potency; inactive means the rest, 99 in 100 with inhibition below about 32%; further: strong numbers were not always called active
# T cell modulator vesicle-bound % – further read-out of T cell modulator, marked with its call; double positive events, %; measured here: CD8+ vesicle-bound cell fraction;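 binding gate set so that unloaded-vesicle control wells show 10% double positive cells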
# NTR1 ag cell count 20 µM – recorded beside NTR1 ag, whose call it bears; cell count; measured here: cell count, cytotoxicity flag
# Myeloid diff MLP GFP+ MAC1+ % – recorded beside Myeloid diff MLP, whose call it bears; GFP+ MAC1+ double positive, %; measured here: differentiation confirmed by MAC1 staining
# Starred values were filed as active, the others as inactive; i = inactive; ? = inconclusive; . = not tested or not shown; [ ] = another dose, or the depositor's remark.
Molecule	NTR1 ag	NTR1 ag cell count 20 µM	T cell modulator	T cell modulator vesicle-bound %	K1F lysis inhibition	MgcRacGAP inhibition	TNAP activation fold	Myeloid diff MLP	Myeloid diff MLP GFP+ MAC1+ %	PhoP inhibition	RSV CPE inhibition	SV40 large T antigen
COc1ccc(C(CCN2CCCCC2)c2c(OC)cc(OC)c3c(-c4ccccc4)cc(=O)oc23)cc1 (centres undefined)	42*	84*	i	36	-1.6%	8%	.	i	2.1	1%	5.3%	3%
CCCc1cc(=O)[nH]c(SC(CC)C(=O)Nc2ccccc2C#N)n1 (centres undefined)	-0.5	49	i	27	2.7%	9%	1.2	.	.	-12%	0.7%	15%
COc1cc2c(cc1OC)C(C1C(=O)CCCC1=O)N(C(=O)CCl)CC2 (centres undefined)	3.0	81	i	62	0.5%	3%	1.1	i	0.1	-2%	0.5%	6%
Cc1nc(Cl)c(S(N)(=O)=O)c(C)c1Cl	-1.0	53	i	47	.	.	1.1	i	0.1	0%	3.1%	8%
O=C(NC(=S)Nc1cccc(F)c1)c1cccc([N+](=O)[O-])c1	3.5	104	i	21	-0.1%	5%	.	i	0.1	-2%	7.5%	6%
Cn1c(SCc2ccccc2Cl)nc2ccccc21	1.0	43	i	53	0.3%	11%	1.1	i	1.1	9%	2.6%	-3%
O=C(COC(=O)[C@H](Cc1ccccc1)NC(=O)c1cccs1)Nc1cc(F)ccc1F	1.5	47	i	49	-0.8%[50 µM]	-2%	1.1	i	0.4	-14%	0.3%	6%
COc1ccc(/C=N/OCC(=O)OCC(=O)N(C)c2ccccc2)cc1	-1.3	61	i	51	0.9%[50 µM]	11%	.	i	0.9	-1%	0.3%	6%
Cc1nn(-c2ccccc2)nc1CNC(=O)C(C)Cc1ccccc1 (centres undefined)	2.2	52	.	.	0.8%	5%	1	i	1.6	4%	0.6%	9%
Cc1nn(C)cc1S(=O)(=O)NC1CCCC1	-0.2	78	i	53	-1.7%	-1%	1.1	i	0.1	8%	-1.4%	17%
O=C(CSc1ncccc1C(=O)O)NCCC1=CCCCC1	-0.1	63	i	35	0.5%	10%	1	i	0.7	-2%	0.1%	7%
COc1ccc(C(=O)N/N=C(\C)CC(=O)Nc2cccc(C(F)(F)F)c2)cc1	-2.0	52	i	24	0.1%	11%	.	i	0.4	5%	3.0%	11%
Cc1cccnc1CN1CCN(Cc2nc(C(c3ccccc3)c3ccccc3)no2)CC1	0.2	59	i	30	0.9%	7%	1.1	i	0.4	4%	0.3%	9%
C=C(C)CSc1nc2c(c(=O)[nH]c(=O)n2C)n1CCC(C)C	10	58	i	32	-0.1%	13%	1.2	i	2.8	3%	6.6%	-2%
COc1c(C)cc(C(=O)C2CCCN(C(=O)c3snnc3C)C2)cc1C (centres undefined)	-0.2	71	i	63	0.2%	10%	1	i	0.1	0%	0.6%	13%
COc1cc(C)cc2oc(=O)c(CC(=O)N3CCN(C(=O)C4COc5ccccc5O4)CC3)c(C)c12 (centres undefined)	3.2	57	i	16	0.1%	12%	.	i	0.7	-11%	21%	?
CCCS(=O)(=O)N1CCCC(C(=O)N2CCN(C(=O)OCC)CC2)C1 (centres undefined)	0.2	54	i	49	0.3%	9%	1.1	.	.	4%	1.6%	6%
Cc1cc2cc(CCNC(=O)c3ccc(S(=O)(=O)N4CCOCC4)cc3)c(=O)[nH]c2cc1C	0.9	59	i	66	0.4%	9%	1.1	i	0.7	-2%	4.5%	10%
Fc1ccc(-c2nnc(CSc3nnc(-c4cccs4)o3)o2)cc1	2.3	59	i	41	-0.1%	12%	1.1	i	1.0	12%	-0.2%	5%
COc1ccc(C(=O)N/N=C(\C)CC(=O)Nc2ccc(N(C)C)cc2)c(OC)c1	1.0	62	i	59	-1.3%	?	.	i	0.6	-2%	0.9%	?
CCc1noc(C)c1C(=O)Nc1nc2ccc(S(C)(=O)=O)cc2s1	-1.3	45	i	38	1.1%[50 µM]	6%	.	i	0.5	-5%	-2.5%	18%
C=CCn1cc(/C=N/N2C(=O)C3C4C=CC(C4)C3C2=O)c2ccccc21 (centres undefined)	-0.7	99	i	51	0.3%	10%	1	i	0.1	-9%	1.0%	-2%
CCOC(=O)c1cnc(SC)nc1Sc1cc(Cl)ccc1Cl	9.1	44	i	36	0.3%	3%	1.1	i	0.9	-2%	3.5%	-3%
COc1cccc(Nc2c(F)c(F)c(F)c(F)c2C(=O)O)c1	-1.9	59	i	54	0.0%	6%	1.1	i	1.4	4%	0.6%	6%
CC(=O)Nc1ccc(NC(=O)c2ccc(COc3ccccc3)cc2)cc1	0.9	68	i	64	1.1%	5%	.	i	0.5	-8%	1.6%	4%
O=S(=O)(NCC1CCCN(Cc2ccccc2O)C1)c1cccc2cccnc12 (centres undefined)	1.1	58	i	61	2.1%[50 µM]	8%	.	i	0.6	4%	-0.1%	21%
O=S(=O)(/N=C(\Sc1ccc(Cl)cc1)c1ccccc1)c1ccccc1	2.4	72	i	34	-1.9%	13%	1.1	i	1.4	-16%	0.1%	10%
Cn1c(=O)n(C)c2cc([N+](=O)[O-])c(N3CCN(C(=O)c4cccc(Cl)c4)CC3)cc21	0.0	77	i	10	2.9%	7%	1	i	0.6	-4%	11%	15%
O=C(CNC(=O)c1ccco1)NNC(=O)c1cccc(Cl)c1	-1.3	52	i	39	-0.2%[50 µM]	4%	.	i	0.2	.	.	.
CCC(Sc1nc2cc3c(cc2c(=O)n1Cc1ccco1)OCO3)C(=O)Nc1cccc(OC)c1 (centres undefined)	5.2	90	i	30	0.1%	5%	1.2	i	0.9	-1%	0.0%	2%
Cc1ccc(N2C(=O)C(O)(C(F)(F)F)C3=C2CC(C)(C)CC3=O)cc1 (centres undefined)	1.4	64	i	39	1.0%[50 µM]	1%	1.2	i	0.3	-10%	3.2%	21%
CCOC(=O)c1cc(-c2ccccc2)nn1CC1CC(c2ccc(Cl)cc2)=NO1 (centres undefined)	15	40	i	37	0.4%	4%	.	i	1.1	-10%	4.2%	8%
CNC(=O)Cn1ncc2c3ccccc3n(C)c2c1=O	-0.8	88	i	11	0.0%	15%	.	i	0.8	12%	0.7%	14%
CCN(CC)c1ccc(/C=N/NC(=O)c2cnccn2)cc1	2.2	78	.	.	-1.3%	9%	1.1	?	.	-10%	.	7%
O=C(NC1CCCCC1)C(c1ccc2ncccc2c1)N(Cc1ccc2c(c1)OCO2)C(=O)c1ccc2c(c1)OCCO2 (centres undefined)	2.9	82	i	56	0.1%	9%	1.1	i	0.3	16%	2.8%	15%
Cc1cc(/C=C2\NC(=O)NC2=O)c(C)n1-c1cccnc1	-0.1	56	i	24	.	.	.	i	0.2	-7%	.	28%
CCn1c(=N)n(CC(=O)c2ccc(Br)s2)c2ccccc21	2.8	64	i	39	1.1%[50 µM]	8%	.	i	0.2	9%	-1.3%	12%
Cc1cccc(Cn2cc3c(=O)n(Cc4cccc(F)c4)nc-3c3ccccc32)c1	0.0	99	i	46	-0.1%	.	.	i	0.5	-8%	5.3%	10%
O=C(/C=C/c1ccc([N+](=O)[O-])cc1)NC1CC2CCC1C2 (centres undefined)	-0.4	30	i	44	-1.5%	1%	1	i	0.0	-2%	1.5%	14%
O=C(NCCc1ccccc1)NC(Cc1ccccc1)C(=O)O (centres undefined)	-1.8	96	i	34	1.6%[50 µM]	7%	.	i	0.6	5%	1.4%	2%
CSc1oc(-c2ccccc2)nc1S(=O)(=O)c1ccc(C)cc1	2.6	58	i	22	0.3%	6%	1.1	i	2.6	-6%	2.4%	-4%
CCc1ccccc1NC(=O)CNC(=O)c1cc(C2CC2)nc2c1cnn2C(C)C	-0.4	64	i	41	-0.3%[50 µM]	1%	.	i	1.1	.	-0.1%	.
O=c1sc(N2CCN(c3ccccc3F)CC2)nc2ccsc12	12	51	i	36	0.3%	0%	1.1	i	1.8	-8%	4.7%	4%
Cc1ccc(S(=O)(=O)N2CCOCC2)cc1C(=O)NCCCn1ccnc1	-1.6	74	i	18	0.2%	6%	1	i	0.4	-8%	0.5%	5%
CCCN(CCC)C(=O)c1cn(C)c2ccc(S(=O)(=O)N3CCCC3)cc2c1=O	1.2	57	i	25	0.3%	9%	.	i	1.3	-8%	-0.5%	3%
COc1ccc(N(C(=O)c2ccco2)C(C(=O)NC2CCCC2)c2cccs2)c(OC)c1 (centres undefined)	-0.3	47	i	16	-0.1%	2%	.	i	0.9	3%	12%	5%
COc1ccc(/C=C2\SC(=S)N(CCCC(=O)Nc3ccc(O)cc3)C2=O)cc1	1.0	51	i	38	-0.3%	-4%	.	i	1.5	-10%	1.1%	12%
COc1ccc(-c2ccnc3nc(N4CCOCC4)nn23)cc1	0.8	87	i	58	0.4%	3%	1	i	0.8	-6%	-1.6%	20%
CCc1nnc(NC(=O)c2cccc(S(=O)(=O)N3CCc4ccccc43)c2)s1	0.5	57	i	32	0.5%	10%	1.1	i	0.8	-11%	1.6%	7%
Cc1cc(C)c2c(=O)[nH]n(C3CCOC(C)(C)C3)c2n1 (centres undefined)	-1.3	54	i	24	0.3%	7%	1.2	i	2.6	2%	1.3%	13%
O=C(NCC(c1cccs1)N1CCOCC1)c1cn(-c2ccccc2)nc1-c1ccccc1 (centres undefined)	-1.6	60	i	26	-0.2%[50 µM]	3%	.	i	0.2	.	2.9%	.
C/C=C(\C)C(=O)Nc1cccc(C2=NOC3(C2)C[C@H](C(N)=O)N(C(=O)CC#N)C3)c1 (some centres undefined)	4.4	96	i	28	1.0%	5%	.	i	0.7	3%	0.8%	7%
Cc1occc1C(=O)N1CCN(c2ccc(Cl)cc2)CC1	0.5	41	i	30	-0.1%	10%	.	i	0.9	-9%	4.4%	12%
